CD40 NFkB inh: CD40 pathway inhibition in BL2 cells. BL2 NF-kB luciferase reporter, CD40L-induced, 4 h. inhibition, % at 10 µM. 0.94% of 83,000 active. AID 1053188;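 active = mean inhibition of at least 50% with a set share of replicates also reaching that level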;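 note: 0% = neutral control wells and 100% = IKK inhibitor VII at 50 µM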
* marks the source's active call; other numbers are inactive results; & = joins results of further samples; [ ] = another dose, or the depositor's remark.

SMILES	CD40 NFkB inh
Cc1nc(CNS(=O)(=O)c2ccc(Oc3ccccc3)cc2)cs1	13
CCCOC(=O)c1ccc(NC(=O)C(CC)CC)cc1	-54
Cc1ccc(S(=O)(=O)N2CCN(C(=O)/C=C/c3ccccc3)CC2)cc1C	-13
CC1CCN(S(=O)(=O)c2ccc(NC(=O)C3CC3)cc2)CC1	4
CCOC(=O)CC1c2nc3ccccc3cc2CN1C(=O)OCC (stereo unspecified)	1
Cn1c(=O)oc2cc(S(=O)(=O)N3CCCC3)ccc21	9
CC(C)NC(=O)Nc1ccc2c(c1)CC(=O)N(C)C[C@@H](C)[C@H](CN(C)C)O2	3
Cc1c(NC(=O)C(C)OC(=O)c2ccc([N+](=O)[O-])cc2Cl)c(=O)n(-c2ccccc2)n1C (stereo unspecified)	4
CC(C)COC(=O)N(C)C[C@H]1OCc2ccccc2-c2c(n(C)c3ccccc23)C(=O)N([C@@H](C)CO)C[C@H]1C	27[25 µM]
O=C(c1ccc(-c2ccccc2)cc1)N1CCN(c2ncccn2)CC1	-3
CCc1cnc(N2[C@H](C#N)[C@@H](c3ccccc3C3=CCCCC3)[C@@H]2CO)s1	-3[25 µM]
C[C@@H]1CN([C@H](C)CO)C(=O)c2cc(NC(=O)Nc3cccc4ccccc34)ccc2O[C@H]1CN(C)S(=O)(=O)c1cccs1	5[25 µM]
NC(=O)c1c(-c2ccccc2)oc2ccc(O)cc12	-1
COCCN(C(=O)COC(=O)Cc1c(C)nc2ccccc2c1C)c1c(N)n(CC(C)C)c(=O)[nH]c1=O	3
Clc1ccc(-c2nc3cc(CN4CCCCC4)ccc3o2)cc1	-55

No new results follow: an excerpt of the list.
SMILES	CD40 NFkB inh
Cc1nc(CNS(=O)(=O)c2ccc(Oc3ccccc3)cc2)cs1	13
CCCOC(=O)c1ccc(NC(=O)C(CC)CC)cc1	-54
Cc1ccc(S(=O)(=O)N2CCN(C(=O)/C=C/c3ccccc3)CC2)cc1C	-13
CC1CCN(S(=O)(=O)c2ccc(NC(=O)C3CC3)cc2)CC1	4
CCOC(=O)CC1c2nc3ccccc3cc2CN1C(=O)OCC (stereo unspecified)	1
Cn1c(=O)oc2cc(S(=O)(=O)N3CCCC3)ccc21	9
CC(C)NC(=O)Nc1ccc2c(c1)CC(=O)N(C)C[C@@H](C)[C@H](CN(C)C)O2	3
Cc1c(NC(=O)C(C)OC(=O)c2ccc([N+](=O)[O-])cc2Cl)c(=O)n(-c2ccccc2)n1C (stereo unspecified)	4
CC(C)COC(=O)N(C)C[C@H]1OCc2ccccc2-c2c(n(C)c3ccccc23)C(=O)N([C@@H](C)CO)C[C@H]1C	27[25 µM]
O=C(c1ccc(-c2ccccc2)cc1)N1CCN(c2ncccn2)CC1	-3
CCc1cnc(N2[C@H](C#N)[C@@H](c3ccccc3C3=CCCCC3)[C@@H]2CO)s1	-3[25 µM]
C[C@@H]1CN([C@H](C)CO)C(=O)c2cc(NC(=O)Nc3cccc4ccccc34)ccc2O[C@H]1CN(C)S(=O)(=O)c1cccs1	5[25 µM]
NC(=O)c1c(-c2ccccc2)oc2ccc(O)cc12	-1
COCCN(C(=O)COC(=O)Cc1c(C)nc2ccccc2c1C)c1c(N)n(CC(C)C)c(=O)[nH]c1=O	3
Clc1ccc(-c2nc3cc(CN4CCCCC4)ccc3o2)cc1	-55

Additional entries follow.
SMILES	CD40 NFkB inh
CCc1ccccc1NC(=O)N[C@H](C(=O)O)C(C)C	5
Cn1c(=O)oc2cc(S(=O)(=O)NCCC(=O)NC3CCCc4ccccc43)ccc21 (stereo unspecified)	8&9
COc1ccc(-c2noc(-c3ccccc3C(=O)Nc3cccnc3)n2)cc1	14
Cn1cccc1C(=O)OCc1cc(-c2ccco2)on1	-60
c1csc(-c2nc3nc4ccccc4nc3n2Cc2ccc3c(c2)OCO3)c1	-89
COc1ccc(Nc2nc(-c3cccnc3)nc3ccccc23)cn1	-4
COc1ccc(-n2nnnc2SCC(=O)N(C)C2CCS(=O)(=O)C2)cc1 (stereo unspecified)	4
O=C(O)COc1ccccc1-c1nc(-c2ccccc2)c(-c2ccccc2)[nH]1	10
CCOC(=O)NCCOC(=O)Nc1ccc(Cl)cc1	3
COC(=O)c1ccc(COC(=O)c2cccn2C)o1	-27
COc1cccc(NC(=O)N(C)C[C@H]2Oc3cc(-c4ccccc4OC)ccc3S(=O)(=O)N([C@@H](C)CO)C[C@H]2C)c1	-2[25 µM]
c1coc(-c2cc3nc(NCc4ccc5c(c4)OCO5)ccn3n2)c1	-5
C[C@@H]1CN([C@@H](C)CO)C(=O)c2ccccc2-c2ccccc2CO[C@H]1CN(C)C(=O)c1ccccc1	-2
C[C@@H]1CN([C@@H](C)CO)C(=O)CCCn2cc(nn2)CO[C@@H]1CN(C)Cc1ccncc1	-8
Cc1cccc(C)c1NC(=O)CN1CCN(C(=O)CNC(=O)c2ccc(-c3ccccc3)cc2)CC1	-12
C/C=C/c1ccc(C2[C@@H]3CN(C(=O)Nc4ccc5c(c4)OCO5)C[C@H]2N3)cc1 (stereo partly specified)	-17&-7[25 µM]
CC(=O)N1CCCc2cc(S(=O)(=O)N3CCC(C)CC3)ccc21	9
O=C(CNC(=O)c1ccccc1)NCC(=O)OCC(=O)c1ccccc1	9
Cc1ccc(SCCC(=O)NNC(=O)c2ccccc2F)cc1	6
O=C(c1cccnc1)N1CCN(S(=O)(=O)c2ccc3ccccc3c2)CC1	4
O=S(=O)(NCc1ccccc1)NCc1ccccc1	-2
Cc1ccc(NC(=O)C2CC(=O)N(c3ccccc3Cl)C2)cc1S(=O)(=O)N1CCOCC1 (stereo unspecified)	-5
O=C1Nc2ccccc2/C1=N/N=C/c1cccc(O)c1	-26
COc1cccc(CNC(=O)COC(=O)C23CC4CC(CC(Cl)(C4)C2)C3)c1	-2
O=C(NCCN1CCOCC1)c1noc2c1CCc1ccccc1-2	-65
COc1cccc(S(=O)(=O)N(C)C[C@H]2OCc3cnnn3CCCC(=O)N([C@@H](C)CO)C[C@H]2C)c1	-14[25 µM]
Cc1ccc(S(=O)(=O)N(C)C[C@H]2Oc3cc(C#CC4CCCC4)ccc3S(=O)(=O)N([C@@H](C)CO)C[C@H]2C)cc1	11[25 µM]
c1cc(-c2ccc(C3[C@H]4CNC[C@@H]3N4CC3CCCCC3)cc2)ccn1 (stereo partly specified)	-6&1[25 µM]
O=C(C[C@H]1C[C@H]2c3cc(NC(=O)c4ccc5c(c4)OCO5)ccc3O[C@H]2[C@@H](CO)O1)NCCN1CCCCC1	-11[25 µM]
CC(C)c1ccccc1OCCNC(=S)NC(=O)c1cccnc1	9
N#C[C@H]1[C@@H](c2ccccc2-c2cccc(F)c2)[C@@H](CO)N1C(=O)Cc1cccnc1	9[25 µM]
NC(=S)NN=CCn1cc([N+](=O)[O-])c(=O)[nH]c1=O	-1
N#CCC(=O)N1CCn2c1nc1ccccc12	2
O=C1/C(=C/c2ccccc2)CN(C(=O)CCN2CCOCC2)C/C1=C\c1ccccc1	93*
CC1CCN(c2ccc(C(=O)Nc3nnc(C4CC4)s3)cc2[N+](=O)[O-])CC1	-3
C=CCOc1cccc(C(=O)N2CCCC(CNS(=O)(=O)c3cccs3)C2)c1 (stereo unspecified)	5
O=C(CSc1nnnn1-c1ccccc1)NCC1(N2CCOCC2)CCCCC1	14
O=C(NCc1cccnc1)C12CC3CC(CC(C3)C1)C2	1
CCOC(=O)C1CCN(C(=O)CCn2c(=O)oc3ccccc32)CC1	7
COc1ccccc1C(c1nnnn1C(C)(C)C)N1CCCCCC1 (stereo unspecified)	1
O=C(O)c1c(-c2ccc(Cl)cc2)cn2ccccc12	-31
COCCN(CC(=O)Nc1ccccc1C(F)(F)F)C(=O)/C=C/c1ccc2ccccc2n1	-7
COc1ccc(Cl)cc1NC(=O)CN(C)C(=O)Cc1n[nH]c(=O)c2ccccc12	-7
O=C(N/N=C/c1cccc(OC(=O)c2ccccc2Cl)c1)c1cccnc1	-26
CCCNC(=O)N1[C@H](CO)[C@H](c2ccc(C3=CCCCC3)cc2)[C@H]1CNC(C)C	-23
CCC(=O)Nc1nc2ccc(S(C)(=O)=O)cc2s1	-21
CC(=O)N(C)C[C@@H]1OCc2ccccc2-c2c(n(C)c3ccccc23)C(=O)N([C@H](C)CO)C[C@H]1C	-2
COc1ccc(OCCOC(=O)c2cc(S(=O)(=O)N3CCOCC3)c(Cl)cc2Cl)cc1	0
c1ccc(NCn2cncn2)nc1	-11
CN1c2ccc(C#Cc3cccnc3)cc2[C@H]2[C@H](CCN2C(=O)C2CCCC2)[C@@H]1CO	0
C[C@H](CO)N1C[C@H](C)[C@H](CN(C)S(=O)(=O)c2cccc(C#N)c2)OCc2ccccc2-c2ccccc2C1=O	-1[25 µM]
CCOc1ccc(C(C(=O)Nc2ccc(F)cc2)N(C(=O)Cn2nnc3ccccc32)C2CC2)cc1 (stereo unspecified)	-14
O=C(CN1C(=O)NC2(CCOc3ccccc32)C1=O)c1cccs1 (stereo unspecified)	-12
O=C(C1CCCCC1)N1CCC(O)(c2ccc(Cl)cc2)CC1	4
C[C@H](CO)N1C[C@H](C)[C@H](CN(C)S(=O)(=O)c2ccc([N+](=O)[O-])cc2)OCc2ccccc2-c2c(n(C)c3ccccc23)C1=O	63*[25 µM]
O=C(c1ccncc1)N1CCN(c2ccc3ccccc3n2)CC1	-7
CC1CCN(c2nc3c(c(=O)[nH]c(=O)n3C)n2Cc2ccccc2)CC1	7
CN(C[C@@H]1N[C@H](CO)[C@H]1c1ccc(C2=CCCC2)cc1)C(=O)c1ccncc1	-34[25 µM]
COCCNC(=O)[C@@H]1[C@@H](CO)[C@@H]2Cn3c(ccc(-c4ccc(OC)cc4)c3=O)[C@H]1N2C(=O)NC(C)C	-8[25 µM]
Cc1nn(C)c(C)c1CN(Cc1nc(CCC(C)C)no1)C(C)C	0

(listing goes on)
SMILES	CD40 NFkB inh
CCOC(=O)C1CCN(S(=O)(=O)c2ccc(-c3ccccn3)s2)CC1	7
Cc1nc2ccccc2n1CCC(=O)O	2
Cc1ccc(C)c(NC(=O)Cn2nnc(-c3ccc(N4CCOCC4)cc3)n2)c1	-13
Cc1ccc(S(=O)(=O)N(C)C[C@@H]2OCCCC[C@@H](C)Oc3ccc(NS(=O)(=O)c4ccc(F)cc4)cc3C(=O)N([C@@H](C)CO)C[C@@H]2C)cc1	10
COCC(=O)Nc1cc(OC)c(Cl)cc1OC	7
Cc1cc(C(=O)Cn2cncn2)c(C)n1CCc1ccc(F)cc1	19
COc1ccc(N2CCN(c3ccc(Cl)nn3)CC2)cc1	-20
CNC[C@@H]1Oc2ccc(N)cc2CC(=O)N(C)C[C@H]1C	8
CCOC(=O)CSc1nc2c(sc(=S)n2-c2ccc(OCC)cc2)c(=O)[nH]1	13
ClCCn1cnc2c(SCc3ccccc3Cl)ncnc21	-29
CC(=O)NCCc1cnc[nH]1	3
CN1c2ccc(-c3ccccc3F)cc2[C@@H]2[C@@H](CCN2C(=O)c2ccccn2)[C@H]1CO	-18[25 µM]
COc1ccc(-n2c(C)cc(C(=O)Cn3nnc4ccccc4c3=O)c2C)cc1	-51
C[C@H](CO)N1C[C@H](C)[C@@H](CN(C)S(=O)(=O)c2ccccc2)Oc2ccc(NC(=O)Nc3ccc(C(F)(F)F)cc3)cc2CC1=O	7
O=C(NNC(=O)c1cc(Cl)ccc1O)c1cccc(S(=O)(=O)N2CCOCC2)c1	-14
CCCCN(C(=O)c1cccc(S(=O)(=O)N2CCN(C)CC2)c1)c1c(N)n(CCCC)c(=O)[nH]c1=O	12
Cc1c(F)cccc1NS(=O)(=O)c1ccc2c(c1)c(=O)n(C)c(=O)n2C	22
O=C(O)c1c[nH]c2c(C(F)(F)F)cccc2c1=O	-2
CSCCC(NC(=O)c1ccco1)C(=O)N1CC(C)OC(C)C1 (stereo unspecified)	6
O=C(Nc1ccc(F)cc1)N1CC(=O)N2[C@H](C1)[C@H](c1ccc(C#Cc3cccnc3)cc1)[C@@H]2CO	9[25 µM]
C[C@H](NC(=O)C[C@H]1CC[C@H]2[C@@H](COc3ccc(NS(=O)(=O)c4ccc(Cl)cc4)cc3C(=O)N2C)O1)c1ccccc1	24[25 µM]
O=C(CN1CCOCC1)N1CCCCN2[C@H](CO)[C@@H](c3ccc(/C=C/c4ccccc4)cc3)[C@@H]2C1	-2[25 µM]
Cn1c(Cc2ccccc2)nnc1SCC(=O)Nc1ccc2c(c1)OCCO2	0
CCNC(=O)C1(C)CCCN(C(=O)c2ccccc2Br)C1 (stereo unspecified)	-16
COc1ccccc1OCC(=O)NC1CCSc2ccccc21 (stereo unspecified)	-9
CC(=O)c1ccc(NC(=O)N2CCCC(C(=O)c3ccc4c(c3)OCO4)C2)cc1 (stereo unspecified)	-33
OC(C1=CC(=Cc2ccncc2)c2ccccc21)c1ccncc1 (stereo unspecified)	37
Cc1noc(C)c1NC(=O)Nc1ccc2c(c1)C(=O)N([C@H](C)CO)C[C@H](C)[C@@H](CN(C)S(=O)(=O)c1cccs1)OCCCC[C@@H](C)O2	0[25 µM]
CO[C@@H]1CN(C)C(=O)c2cc(NC(=O)c3cnccn3)ccc2OC[C@@H](C)NC[C@@H]1C	4[25 µM]
O=C(Nc1nc(-c2cc(F)ccc2F)cs1)C1=COCCO1	-44
O=C(Nc1ccc(N2CCN(C(=O)c3ccco3)CC2)cc1)c1ccco1	-10
O=C(COc1ncnc2ccccc12)NCc1ccc2c(c1)OCO2	-1
CCNC(=O)CN(CCc1ccccc1)S(C)(=O)=O	-4
CCN(c1ccccc1)S(=O)(=O)c1ccc(OC)c(NC(=O)C2=NN(c3ccccc3)C(=O)CC2)c1	5
COc1ccccc1NS(=O)(=O)c1cc(C(=O)NCCC(C)C)ccc1F	5
Cc1nc(N/N=C/c2cccnc2)cc(N2CCOCC2)n1	-1
CN(CC(=O)Nc1ccc(F)cc1)C(=O)COC(=O)/C=C/c1ccccc1[N+](=O)[O-]	-4
CC(=O)Nc1cccc(C(=O)N2CCN(S(=O)(=O)Cc3ccccc3)CC2)c1	7
CC(C)(CC(=O)O)CC(=O)Nc1cc(C(F)(F)F)cc(C(F)(F)F)c1	11
CCNC[C@H]1[C@H](c2ccc(C3=CCCCC3)cc2)[C@@H](CO)N1C(=O)NC(C)C	-20[25 µM]
CC1(C(=O)NS(=O)(=O)c2ccccc2Cl)CCN1C(=O)Cc1ccccc1Cl (stereo unspecified)	7

High-throughput results (PubChem)

Not all compounds are listed. The share of hits here may be higher or lower than overall.
